Bioassay records as filed in PubChem BioAssay.
Cdc42 wt GTP: modulators (inhibitors or activators) of GTP binding to human Cdc42 wildtype | percent activity (GTP binding), % at 10 µM | 0.2% of 190,000 active | AID 761 | GST-Cdc42 beads, Bodipy-GTP binding, flow cytometry; actives lie on both sides | P60953;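 active = percent activity GTP binding at least 20 points away from the 100% baseline, either down as inhibitor or up as activator; inconclusive = compound flagged as likely green fluorescent from well-wide comparison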;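 note: median bead fluorescence of bound Bodipy-FL-GTP at 100 nM; 0% = excess unlabeled GTP control and 100% = no compound control; below 100% means less GTP binding so inhibitor and above means activator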
Target sequence (P60953 whole entry, looked up): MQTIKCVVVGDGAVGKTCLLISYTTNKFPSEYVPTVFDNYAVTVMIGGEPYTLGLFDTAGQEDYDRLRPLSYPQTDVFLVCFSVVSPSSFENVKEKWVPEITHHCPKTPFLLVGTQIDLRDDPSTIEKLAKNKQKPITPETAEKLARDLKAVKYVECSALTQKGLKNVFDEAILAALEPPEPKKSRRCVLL
Mcl-1 Bim block: human Bim-Mcl-1 interaction inhibition; inhibition, % at 10 µM; Bead-based flow cytometry, Bim peptide-Mcl-1 binding; 0.1% of 190,000 active; in the data active = inhibition above about 40%;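 note: 0% = no compound tracer wells and 100% = peptide blocker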
Target sequence (Q07820 whole entry, looked up): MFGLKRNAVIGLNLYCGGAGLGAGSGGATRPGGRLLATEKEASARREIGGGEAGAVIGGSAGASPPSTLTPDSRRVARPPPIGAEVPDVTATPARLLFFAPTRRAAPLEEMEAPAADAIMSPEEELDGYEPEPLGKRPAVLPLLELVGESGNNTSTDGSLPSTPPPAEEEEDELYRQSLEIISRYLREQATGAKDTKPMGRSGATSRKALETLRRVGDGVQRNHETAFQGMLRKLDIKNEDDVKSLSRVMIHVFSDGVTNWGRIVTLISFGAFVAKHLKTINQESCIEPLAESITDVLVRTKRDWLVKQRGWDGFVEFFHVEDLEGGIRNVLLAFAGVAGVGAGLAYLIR
Mcl1 Noxa PPI: disrupts binding of human Mcl-1 to Noxa peptide; TR-FRET Mcl-1/Noxa peptide binding, 2 h; inhibition, % at 21.7 µM; 1.5% of 220,000 active; AID 1022;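 active = compounds that cut the protein-peptide binding signal by more than 50% relative to plate controls in a single-dose test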;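 note: His-tagged Mcl-1 with rhodamine Noxa BH3 peptide and terbium anti-His antibody; 0% = Mcl-1 plus Noxa peptide wells and 100% = peptide-only wells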
HRas wt GTP: modulators of GTP binding to human HRas wildtype. P01112. GST-Ras wt beads, Bodipy-FL-GTP binding, flow cytometry; actives lie on both sides. GTP binding activity, % at 10 µM. 0.14% of 190,000 active;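 active = GTP binding activity at least 20% away from the 100% baseline, either lowered as inhibitor or raised as activator; inconclusive = flagged as likely green fluorescent, judged across all proteins in the well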;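 note: 0% = unlabeled GTP competition control and 100% = no-compound control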
Target sequence (P01112 whole entry, looked up): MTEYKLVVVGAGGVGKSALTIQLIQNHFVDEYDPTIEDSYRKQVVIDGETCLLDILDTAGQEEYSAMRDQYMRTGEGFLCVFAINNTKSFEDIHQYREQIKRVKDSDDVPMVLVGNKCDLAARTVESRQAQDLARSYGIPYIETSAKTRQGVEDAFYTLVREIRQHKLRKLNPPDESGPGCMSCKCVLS
Pf gametocyte: P. falciparum stage V gametocyte viability inhibition; P. falciparum stage V gametocytes, ATP luminescence, 24 h; inhibition, % at 10.9 µM; 0.065% of 150,000 active;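 active = inhibition above the mean plus 3 SD of compounds within the control limits, set per campaign, cut at about 38% in these data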;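 note: 0% = DMSO wells and 100% = medium only without gametocytes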
Mcl1-Bid inh: disrupts binding of human Mcl-1 to Bid peptide | TR-FRET Mcl-1/Bid-Dy647 peptide binding, 1536-well | inhibition, % at 21.7 µM | 0.97% of 220,000 active;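 active = compounds that cut the binding signal by more than half at the single screening dose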;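 note: His-tagged Mcl-1 with europium anti-His antibody binding Bid BH3 peptide; 0% = Mcl-1 plus peptide wells and 100% = peptide-only wells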
Rac1 mut GTP: human Rac1 activated mutant GTP binding change. P63000. GST-Rac1 activated beads, fluorescent GTP binding, flow cytometry; actives lie on both sides; 100% means binding = to untreated wells. percent activity (GTP binding), % at 10 µM. 0.11% of 190,000 active;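 active = GTP binding at least 20 percentage points away from the 100% baseline, in either direction, so actives lie on both sides; inconclusive = Compound likely fluorescent itself, or too few beads counted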
Rab7 wt GTP bind: dog Rab7 wildtype GTP binding, inhibitors and activators; GST-Rab7 beads, fluorescent GTP binding, flow cytometry; actives lie on both sides; untreated = 100%, excess cold GTP = 0%; GTP binding activity (percent of control), % at 10 µM; 0.055% of 190,000 active;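 active = fluorescent GTP binding to Rab7 beads changed by at least 20 points from the 100% baseline, either direction, mostly lower; inconclusive = compound itself probably fluorescent, or too few beads counted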;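 note: median green fluorescence of bound Bodipy-FL-GTP per Rab7 bead population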
Rac1 wt GTP bind: alters GTP binding to wildtype human Rac1; 0.27% of 190,000 active; GTP binding activity (% of control), % at 10 µM; GST-Rac1 beads, fluorescent GTP binding, flow cytometry; actives lie on both sides; 0 = cold GTP competed, 100 = untreated;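 active = GTP binding activity at least 20 points away from the 100% control level, either lower or higher; inconclusive = compound flagged as likely green fluorescent, judged across all proteins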
RGS8-Gao reg: human RGS8-Galphao interaction regulation | multiplexed bead flow cytometry, RGS8-Galphao binding; actives lie on both sides | AID 1423 | 0.34% of 220,000 active | response (percent of control binding), % at 10 µM; in the data active = response below about 60% or above about 140%; inactive = in between;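 note: Galphao activated as the GDP aluminium fluoride complex binding bead-coupled RGS8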
Rab2 wt GTP: changes GTP binding to wildtype dog Rab2A, up or down. P61105. GST-Rab2 wt beads, Bodipy-GTP binding, flow cytometry. GTP binding activity, % at 10 µM. 0.19% of 190,000 active. AID 760;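 active = GTP binding activity at least 20 points away from 100%, either lowered or raised; inconclusive = signal likely due to the compound's own green fluorescence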;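 note: 0% = beads with excess unlabeled GTP and 100% = no-compound control corrected for plate trend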
The depositor's hits bear a star; ? = inconclusive; . = no result given.

SMILES	Cdc42 wt GTP	Mcl-1 Bim block	Mcl1 Noxa PPI	HRas wt GTP	Pf gametocyte	Mcl1-Bid inh	Rac1 mut GTP	Rab7 wt GTP bind	Rac1 wt GTP bind	RGS8-Gao reg	Rab2 wt GTP
O=C(Nc1cccc(F)c1)c1sc(Cl)nc1-c1ccccc1	101	-3	-36	98	-30	-19	100	96	103	106	95
COc1ccc(CNC(=O)CN(c2cc(C)cc(C)c2)S(=O)(=O)c2c(C)noc2C)cc1	97	-1	13	102	.	-11	98	103	100	105	102
CC(=O)NC1CSCC1OC(C)=O (stereo not given)	100	-5	5	99	.	-38	97	100	104	109	97
CC(C)(C)NC(=O)NC(=O)COC(=O)CNC(=O)C1CCCCC1	100	-1	-3	101	.	3	99	101	104	102	99
Cc1nc(S(=O)(=O)Cc2ccccc2Cl)nc2c1CCC2	98	0	7	95	6	-44	96	96	97	98	98
Cc1ccc(SCCC(=O)NC2CC2)cc1	97	-3	-9	96	8	-14	95	97	98	99	97
CCOC(=O)c1sc2nc(C(C)C)c3c(c2c1N)CC(C)(C)OC3	106	7	-3	103	.	-40	102	103	105	99	104
C=CCOc1c(Br)cc(CNc2ccc3[nH]c(=O)[nH]c3c2)cc1OCC	93	0	20	96	-2	-21	94	93	99	96	94
CCCCN=CC1=C(O)C(C(=O)OC)C(C)(C)CC1=O (stereo not given)	106	-2	-5	104	21	-4	103	102	109	100	104
CC1=C(C(=O)Nc2ccc(F)cc2)C(c2cccc(C)c2)n2nc(CCCO)nc2N1 (stereo not given)	102	0	26	100	.	-15	100	98	103	101	99
Cc1ccc(S(=O)(=O)N(C)c2ccc(N)cc2)cc1	107	0	12	102	1	-21	102	96	106	100	101
CC(C)(C)c1ccc(Cn2nnc3c(=O)[nH]c(C4CCCN(C(=O)Cc5cccs5)C4)nc32)cc1 (stereo not given)	96	-5	15	97	.	5	92	99	95	101	97
Cc1ccc(S(=O)(=O)/N=C(/c2ccc(F)cc2)N2CCCC2)cc1	97	-3	-13	98	-4	-7	98	97	101	101	97
N#Cc1cc(-c2ccccc2)cnc1Sc1ccccc1	99	-3	-24	99	-11	-27	96	96	102	86	96
CCC(C)n1c(-c2cc(OC)c(OC)c(OC)c2)nc2nc3ccccc3nc21 (stereo not given)	96	5	-11	95	.	3	96	98	96	104	96
Clc1ccc(-c2nnc(NC3=NCCCCC3)o2)cc1	97	0	-16	101	.	-23	93	97	97	108	96
OCCC1CN(Cc2cn[nH]c2C2CCCCC2)CCN1Cc1ccccc1 (stereo not given)	101	-1	19	99	.	-64	97	102	100	101	100
CCOCCCNC(=S)N1CCC(C(=O)c2ccc3c(c2)OCCO3)CC1	97	2	72*	96	9	-8	95	96	101	102	98
CSc1ccc(S(=O)(=O)Nc2ccc(OCC(=O)N3CCOCC3)cc2)cc1	99	-4	11	93	-3	-52	98	94	99	96	95
O=C(CCC(=O)c1cccs1)Nc1nnc(C2CC2)s1	100	-1	28	103	-5	-5	100	103	107	101	102
ONC(=Nc1ccccc1)c1ccccc1Cl	105	0	7	104	-4	-1	102	104	109	102	102
CC(/C=C/c1ccco1)=N\NC(=O)c1cccc(Cl)c1	104	-2	25	102	-29	-20	99	101	104	102	103
Cc1ccsc1C(=O)Nc1ccc(O)c(-c2nc3ccccc3s2)c1	88	1	-59	90	8	-20	89	96	93	101	88
S=C(NCCc1ccccc1)Nc1ccc(Br)cn1	96	-1	13	96	11	-18	96	98	99	103	96
CCCC(=O)NC(=S)Nc1ccc(C(C)=O)cc1	103	-1	17	104	28	-59	104	105	101	101	102

(listing goes on)
SMILES	Cdc42 wt GTP	Mcl-1 Bim block	Mcl1 Noxa PPI	HRas wt GTP	Pf gametocyte	Mcl1-Bid inh	Rac1 mut GTP	Rab7 wt GTP bind	Rac1 wt GTP bind	RGS8-Gao reg	Rab2 wt GTP
O=C(CCS(=O)(=O)c1cccs1)NC1CCCCCC1	96	-1	3	97	.	-4	94	94	93	101	94
Cc1ccc(NC(=O)CS(=O)CC(=O)NCCCc2ccccc2)cc1Cl (stereo not given)	104	2	5	103	.	-8	99	102	107	76	96
COc1ccc(-c2cc3nc4n(c(=O)c3s2)CCC4)cc1	100	0	8	97	.	-5	97	95	96	103	95
N#Cc1c(-c2ccc(Cl)cc2)ccn2nc(CCC(=O)O)nc12	104	3	-2	100	.	-15	100	97	105	102	100
CCC(=O)n1nc(-c2ccc(OC)cc2)nc1SC	103	-6	-2	103	.	0	100	102	106	104	100
CCCOc1c(Br)cc(C(N)=O)cc1OCC	97	-2	3	99	5	-6	97	105	102	101	96
CC1(C)Cc2noc(N)c2C(C)(C)N1O	105	-2	25	101	-11	9	98	101	111	102	100
COc1ccc(N(CC(=O)N2CCC(Cc3ccccc3)CC2)S(C)(=O)=O)cc1	100	0	1	100	-11	-4	96	102	99	106	100
COc1ccccc1C(=O)NC(=S)Nc1ccc(NC(=O)c2cccs2)cc1	97	-4	6	101	5	-59	101	102	103	99	100
Cc1ccc(OCCSc2nnc(C)c(=O)n2N)cc1	101	-1	13	103	-16	-7	100	109	103	99	102
COc1cc2nc(C3CCC3)nc(N3CCN(c4ccccn4)CC3)c2cc1OC	99	-6	4	97	.	-34	101	99	101	103	99
CC1CCC(C(=O)NC(C(=O)NCc2cccnc2)C(C)C)CC1 (stereo not given)	103	0	-9	102	.	-13	99	101	104	100	101
COc1cccc(N(Cc2nnc3n2CCCCC3)C(=O)Nc2ccccc2)c1	97	-1	7	96	-7	-16	96	96	98	105	98
O=C(CCC(=O)OCC(F)(F)C(F)F)Nc1ccccc1F	102	-4	9	100	4	-25	95	104	100	103	102
O=C(CN1CCSCC1)c1c[nH]c2ccccc12	99	1	0	100	.	-17	99	98	102	100	98
COc1cccc(OC)c1C(=O)Nc1nnc(-c2cccs2)s1	96	-2	26	93	10	-22	91	92	95	127	92
O=C(N1CCCCC1)C1(c2ccccc2)CCOCC1	100	0	6	101	.	-8	98	96	100	96	99
COc1cccc2cc(-c3ccnc(N)n3)oc12	96	0	-5	94	-3	-3	97	101	94	102	96
CC1CCCC(C)N1CCNC(=O)Nc1ccc(Cl)cc1 (stereo not given)	102	0	-1	101	.	-30	98	97	103	105	101
CC1=CC2CC1C1C(=O)N(c3ccc(S(=O)(=O)Nc4nc(C)cc(C)n4)cc3)C(=O)C21 (stereo not given)	100	-2	12	97	2	-17	96	93	101	99	93
Cc1cc(C)nc(NS(=O)(=O)c2ccc(NC(=O)c3ccc(N4C(=O)CCC4=O)cc3)cc2)n1	97	2	19	95	-13	-10	97	97	98	98	96
O=C(Nc1ccccc1C(=O)NCc1ccccc1)c1ccco1	98	-3	3	98	-4	-11	95	95	99	98	96
CC(C)(C)Cc1nc(-c2ccccn2)no1	98	1	-6	97	-4	-6	93	96	98	101	95
O=C1/C(=C/c2cccnc2)Sc2ccccc21	87	2	9	93	.	-13	93	93	91	100	92
COc1cc(/C=C(\CC(=O)O)c2nc3ccccc3s2)cc(OC)c1O	95	-1	58*	94	.	19	93	94	96	89	93

Next part.
SMILES	Cdc42 wt GTP	Mcl-1 Bim block	Mcl1 Noxa PPI	HRas wt GTP	Pf gametocyte	Mcl1-Bid inh	Rac1 mut GTP	Rab7 wt GTP bind	Rac1 wt GTP bind	RGS8-Gao reg	Rab2 wt GTP
O=C(Nc1cccc(-c2nc3cc(Cl)ccc3o2)c1)C1CCCO1 (stereo not given)	98	1	5	97	.	3	97	99	101	100	99
COC(=O)/C=C1/N/C(=N\c2nc(C)cc(C)n2)N(c2ccccc2)C1=O	102	0	5	101	6	-11	100	99	103	101	100
COC(=O)CN(c1cccc(C(C)=O)c1)S(C)(=O)=O	110	-2	6	104	-15	-5	105	102	109	100	104
CCCNC(=S)NC1CC2CCC(C1)N2Cc1ccccc1 (stereo not given)	?	-1	14	?	-6	-14	?	?	?	100	?
Cc1nnc(SCC(=O)Nc2ccc(S(=O)(=O)N3CCCC3)cc2)n1N	101	1	15	100	-23	-33	98	101	104	102	99
COc1ccc(N(CC(=O)Nc2cccc(C(=O)O)c2)S(=O)(=O)c2c(C)noc2C)cc1	96	0	28	97	1	11	94	93	95	103	94
O=C(Cn1c(=O)[nH]c2ccsc2c1=O)N1CCN(c2ccc(F)cc2)CC1	100	-7	16	98	.	-24	97	96	102	119	97
O=C(CNC(=O)c1ccccc1)NCC(=O)OCC(=O)c1ccc([N+](=O)[O-])cc1	98	-3	14	99	-4	-5	99	98	104	87	98
O=C(NCc1cccs1)c1cccc(Nc2nc3ccc(Br)cc3[nH]2)c1	96	-4	1	95	12	-14	93	95	94	104	94
CC1CCCC(NC(=O)CSc2ncccc2C(=O)O)C1C (stereo not given)	97	-4	20	97	.	-3	99	97	100	107	98
COCCNC(=O)C1=C(N)C(C(=O)Nc2ccc(C)c(S(=O)(=O)N3CCCCC3)c2)SC1=Nc1ccc(C)cc1C (stereo not given)	101	0	-15	101	.	-44	98	100	99	96	103
CC(=O)Nc1nnc(COc2ccccc2)s1	100	4	-3	102	-5	-30	98	106	101	97	101
Cc1ccc(NC(=O)/C(C#N)=C/c2ccc(C)s2)c(C)c1	109	-2	12	105	-7	-7	103	106	112	99	108
CC[n+]1ccc(C)c2cc(P(=O)(c3ccccc3)c3ccccc3)ccc21	96	3	21	99	-20	5	97	104	103	96	102
CC(C(=O)NCc1ccc2c(c1)OCO2)N(c1ccccc1)S(C)(=O)=O (stereo not given)	103	0	15	102	9	-14	98	103	100	110	105
CN(C)c1ccc(C(C#N)c2ccccc2)nn1 (stereo not given)	103	-3	10	97	15	-24	97	97	100	100	97
CS(=O)(=O)NCCn1ccc2ccccc21	99	-3	-2	99	-12	-40	97	99	100	103	98
Nc1nc(C(F)(F)F)c(Br)c(=O)n1N	97	-4	-5	97	.	13	98	98	102	102	98
CCN(CC(=O)Nc1ccc(N2CCOCC2)cc1)C(=O)c1ccc(C#N)cc1	101	-1	2	98	-3	-32	97	96	98	97	99
CCC1CCC(C(=O)NNC(=O)c2cc(-c3ccco3)[nH]n2)CC1 (stereo not given)	97	0	20	96	-4	-55	97	90	100	99	96
CCOC(=O)c1c(C)n(CCNC(C)=O)c2ccc(OC)cc12	101	0	-3	100	.	-27	99	98	100	99	98
COc1ccc(NC2=CC(c3ccc(F)cc3)N(c3ccc(OC)cc3)C2=O)cc1 (stereo not given)	99	0	11	99	-14	-62	100	99	100	103	102
